Myeloid diff MLP = compounds promoting myeloid differentiation | ER-HoxA9 myeloid progenitors, lysozyme-GFP differentiation, flow cytometry | calls only at 10 µM | 360,000 tested, 1% active | AID 624256;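 active means normalized GFP-positive differentiation at or above the plate's own cutoff, the solvent-only control mean plus 3 SD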;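 further: cells exposed to compound for four days before flow analysis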
TNAP activation fold = stimulation of alkaline phosphatase TNAP activity – biochemical, luminescent, no phosphate acceptor, uHTS, primary screen (AID 1001) | 200,000 tested, 0.03% active | activation fold at 20 µM, or EC50 in µM where a hit was titrated | purified TNAP, luminescent activation assay, no phosphate acceptor; higher activation fold means a stronger effect; in the data active means activation fold from about 3, or a potency from the dose series; inactive means the rest, 99 in 100 with activation fold below about 1.6; further: many of its hits are not listed in these tables
K1F lysis inhibition = inhibition of K1F phage lysis, E. coli UTI89, bacterial capsule biogenesis inhibitors, alamar blue (AID 488966) | 340,000 tested, 0.02% active | one-dose inhibition, % at 100 µM; IC50 in µM for titrated hits | E. coli UTI89 K1F phage lysis, alamar blue, 2 h; higher % means a stronger effect;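 active means phage lysis inhibition, versus mean bacterial control, above a set limit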;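 further: capsule biogenesis inhibitors block K1F phage lysis so surviving cells raise fluorescence; higher fluorescence means more inhibition of phage lysis; actives were called in the ten point dose series up to 300 µM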
Large T inhibition = TAg ATPase/helicase activity blockers – biochemical (AID 1903). SV40 large T antigen ATPase/helicase inhibition assay; higher % means a stronger effect. one-dose inhibition, % at 20 µM; IC50 in µM for titrated hits. 310,000 tested, 0.39% active; in the data active means a potency from the dose series; further: strong numbers were not always called active
T cell modulator = T cell immune modulators affecting CD8 T cell-vesicle binding; 2C CD8+ T cell-vesicle binding, flow cytometry; hits give low values; calls only at 7 µM; 330,000 tested, 0.068% active;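 active means response, share of CD8 T cells binding vesicles, and their 90th percentile fluorescence all below set limits, cut at about 80% in these data, passing the limit was not always enough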
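Also added: QL9-peptide-loaded Drosophila micro-vesicles bearing Ld, ICAM-1 and B7-1; Test system: purified 2C TCR transgenic mouse naive CD8+ T cells; Measured by: cytometric PE anti-B7-1 and Alexa647 anti-CD8 signals after 1% paraformaldehyde fixation; Timing: binding step 1.5 h, 37 °C, antibody labelling 20 min, ice.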
RSV CPE inhibition = RSV antiviral activity via CPE protection, HEp-2 cells, primary 10 µM value included (AID 2391) | HEp-2 cells, RSV-induced CPE inhibition; higher % means a stronger effect | one-dose CPE inhibition, % at 10 µM; IC50 in µM for titrated hits | 310,000 tested, 0.13% active; in the data active means a potency from the dose series; further: strong numbers were not always called active
NTR1 ag = NTR1-driven beta-arrestin-GFP spot formation – imaging, U2OS cells, high content, primary screen (AID 493036). P30989. agonist mode. activation, % at 20 µM. 330,000 tested, 0.17% active;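 active means activation at or above 40% of the spot to cytoplasm intensity ratio, with at least 20 cells analyzed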;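 further: 0% = DMSO without peptide and 100% = 100 nM NTR1 peptide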
Target sequence (P30989 whole entry, looked up): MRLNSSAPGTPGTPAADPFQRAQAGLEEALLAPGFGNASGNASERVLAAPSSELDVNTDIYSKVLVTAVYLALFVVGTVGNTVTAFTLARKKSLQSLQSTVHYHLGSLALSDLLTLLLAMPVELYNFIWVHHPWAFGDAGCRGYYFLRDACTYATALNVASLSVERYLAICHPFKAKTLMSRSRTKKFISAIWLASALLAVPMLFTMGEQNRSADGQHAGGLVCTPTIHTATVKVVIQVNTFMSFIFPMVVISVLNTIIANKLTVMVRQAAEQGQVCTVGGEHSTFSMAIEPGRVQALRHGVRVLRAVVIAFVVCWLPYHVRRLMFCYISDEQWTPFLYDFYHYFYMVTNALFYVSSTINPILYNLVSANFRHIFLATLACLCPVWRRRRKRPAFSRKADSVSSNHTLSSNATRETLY
Rac1 GTP hydrolysis = MgcRacGAP GTPase-activating activity inhibitors, confirmation, biochemical, ADP Hunter fluorescence; MgcRacGAP-stimulated Rac1 GTP hydrolysis, ADP Hunter fluorescence; higher % means a stronger effect; GST-tagged Rac1 F28L mutant substrate; inhibition, % at 30 µM, or IC50 in µM where a hit was titrated; 340,000 tested, 0.6% active; AID 624330;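 active means first-screen hits whose inhibition reached a set limit at any dose in the follow-up dose series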;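 further: fluorescence reports GDP produced by GAP-driven GTP hydrolysis; strong numbers were not always called active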
PhoP inhibition = inhibitors of PhoP regulon expression, primary screen, Salmonella Typhimurium, GFP reporter (AID 1863); S. Typhimurium PhoP-regulated promoter GFP reporter, 4 h; higher % means a stronger effect; one-dose inhibition, % at 50 µM; IC50 in µM for titrated hits; 300,000 tested, 0.16% active;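 active means inhibition over 29.93%, a cutoff 3 SD above the screen mean, later confirmed by dose response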;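 further: 0% = low Mg2+ inducing control and 100% = high Mg2+ repressing control; strong numbers were not always called active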
T cell modulator vesicle-bound % = recorded beside T cell modulator, whose call it bears; double positive events, %; measured here: CD8+ vesicle-bound cell fraction;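 binding gate set so that unloaded-vesicle control wells show 10% double positive cells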
NTR1 ag cell count 20 µM = recorded beside NTR1 ag, whose call it bears; cell count; measured here: cell count, cytotoxicity flag
Myeloid diff MLP GFP+ MAC1+ % = second read-out of Myeloid diff MLP, no call of its own (marks repeat the call); GFP+ MAC1+ double positive, %; measured here: differentiation confirmed by MAC1 staining
Active calls of the source: *; [ ] = dose if it differs, or a comment.

What do the screens show for `C[C@H](CO)N1C[C@H](C)[C@@H](CN(C)S(=O)(=O)c2cccs2)Oc2ccc(NC(=O)Nc3ccc(C(F)(F)F)cc3)cc2C1=O`?
Myeloid diff MLP: inactive; K1F lysis inhibition: 0.7%; T cell modulator: inactive; NTR1 ag: 6.1; Rac1 GTP hydrolysis: 7%; T cell modulator vesicle-bound %: 13; NTR1 ag cell count 20 µM: 53; Myeloid diff MLP GFP+ MAC1+ %: 0.9

Results for Nc1c2c(nc3ccccc13)CCC2 ?
Myeloid diff MLP: inactive; TNAP activation fold: 1.1; K1F lysis inhibition: inactive; Large T inhibition: 14%; T cell modulator: inactive; RSV CPE inhibition: 1.8%; NTR1 ag: -2.1; Rac1 GTP hydrolysis: 23%; PhoP inhibition: -14%; T cell modulator vesicle-bound %: 20; NTR1 ag cell count 20 µM: 50; Myeloid diff MLP GFP+ MAC1+ %: 1.7

Results for CCc1c(C)sc(NC(=O)Cc2ccccc2C)c1C(=O)N1CCOCC1 ?
Myeloid diff MLP: inactive; K1F lysis inhibition: -0.6%[50 µM]; Large T inhibition: 3%; T cell modulator: inactive; RSV CPE inhibition: 1.7%; NTR1 ag: -0.4; Rac1 GTP hydrolysis: 13%; PhoP inhibition: 0%; T cell modulator vesicle-bound %: 18; NTR1 ag cell count 20 µM: 52; Myeloid diff MLP GFP+ MAC1+ %: 0.5

What do the screens show for `CCOc1ccc(C(=O)Nc2cccc(-c3nc4ccccc4[nH]3)c2C)cc1[N+](=O)[O-]`?
Myeloid diff MLP: inactive; TNAP activation fold: 1.3; K1F lysis inhibition: 3.2%; Large T inhibition: 3%; T cell modulator: inactive; RSV CPE inhibition: 14%; NTR1 ag: 2.4; Rac1 GTP hydrolysis: 6%; PhoP inhibition: -4%; T cell modulator vesicle-bound %: 10; NTR1 ag cell count 20 µM: 51; Myeloid diff MLP GFP+ MAC1+ %: 1.0

What do the screens show for `O=C(COC(=O)CCc1ccccc1)Nc1ncc(Cl)cc1Cl`?
Myeloid diff MLP: inactive; TNAP activation fold: 1.2; K1F lysis inhibition: 5.9%; Large T inhibition: 14%; T cell modulator: inactive; RSV CPE inhibition: -0.7%; NTR1 ag: -0.4; Rac1 GTP hydrolysis: 5%; PhoP inhibition: -2%; T cell modulator vesicle-bound %: 8; NTR1 ag cell count 20 µM: 72; Myeloid diff MLP GFP+ MAC1+ %: 0.4

How did CCOC(=O)c1nnsc1NC(C)=O do in these assays?
Myeloid diff MLP: inactive; TNAP activation fold: 1.1; K1F lysis inhibition: 0.6%; Large T inhibition: 1%; T cell modulator: inactive; RSV CPE inhibition: 0.6%; NTR1 ag: -1.0; Rac1 GTP hydrolysis: 3%; PhoP inhibition: 3%; T cell modulator vesicle-bound %: 15; NTR1 ag cell count 20 µM: 84; Myeloid diff MLP GFP+ MAC1+ %: 0.5

How did COc1ccc(NC(=O)c2sc3nc(C)nc(N4CCOCC4)c3c2C)c(OC)c1 do in these assays?
Myeloid diff MLP: inactive; TNAP activation fold: 1.1; K1F lysis inhibition: 0.0%; Large T inhibition: 5%; T cell modulator: inactive; RSV CPE inhibition: 1.4%; NTR1 ag: 2.6; Rac1 GTP hydrolysis: 2%; PhoP inhibition: -1%; T cell modulator vesicle-bound %: 35; NTR1 ag cell count 20 µM: 55; Myeloid diff MLP GFP+ MAC1+ %: 0.5

Results for Cc1sc2ncn(CC(=O)NCCCC(=O)N3CCN(c4ccccn4)CC3)c(=O)c2c1C ?
Myeloid diff MLP: inactive; TNAP activation fold: 1; K1F lysis inhibition: 1.7%; Large T inhibition: -2%; T cell modulator: inactive; RSV CPE inhibition: 0.5%; NTR1 ag: -2.1; Rac1 GTP hydrolysis: 5%; PhoP inhibition: 6%; T cell modulator vesicle-bound %: 17; NTR1 ag cell count 20 µM: 47; Myeloid diff MLP GFP+ MAC1+ %: 0.6

How did CC(=O)Nc1cccc(-c2nnc3n2CC(C)S3)c1 (centres undefined) do in these assays?
Myeloid diff MLP: inactive; TNAP activation fold: 1.1; K1F lysis inhibition: -0.4%; Large T inhibition: 6%; T cell modulator: inactive; RSV CPE inhibition: 0.4%; NTR1 ag: 0.7; Rac1 GTP hydrolysis: -5%; PhoP inhibition: -5%; T cell modulator vesicle-bound %: 17; NTR1 ag cell count 20 µM: 36; Myeloid diff MLP GFP+ MAC1+ %: 16

What do the screens show for `CCCCCCCCS(=O)C1CS(=O)(=O)CC1O` (centres undefined)?
Myeloid diff MLP: inactive; K1F lysis inhibition: 0.8%; Large T inhibition: 9%; T cell modulator: inactive; RSV CPE inhibition: 2.6%; NTR1 ag: 0.2; Rac1 GTP hydrolysis: 6%; PhoP inhibition: 9%; T cell modulator vesicle-bound %: 58; NTR1 ag cell count 20 µM: 39; Myeloid diff MLP GFP+ MAC1+ %: 0.4

How did OC(c1cccc(OCc2ccccc2)c1)c1nnc(-c2ccccc2)o1 (centres undefined) do in these assays?
Myeloid diff MLP: inactive; TNAP activation fold: 1.1; K1F lysis inhibition: 0.4%; Large T inhibition: -1%; T cell modulator: inactive; RSV CPE inhibition: 6.4%; NTR1 ag: 0.5; Rac1 GTP hydrolysis: 7%; PhoP inhibition: -8%; T cell modulator vesicle-bound %: 26; NTR1 ag cell count 20 µM: 93; Myeloid diff MLP GFP+ MAC1+ %: 0.4

Results for COc1ccc(S(=O)(=O)Nc2c(O)ccc3ccccc23)cc1OC ?
Myeloid diff MLP: inactive; K1F lysis inhibition: 0.0%; Large T inhibition: 47%; T cell modulator: inactive; NTR1 ag: -0.3; Rac1 GTP hydrolysis: -8%; T cell modulator vesicle-bound %: 40; NTR1 ag cell count 20 µM: 46; Myeloid diff MLP GFP+ MAC1+ %: 0.4

Overlap with the part before: two compounds, followed by the next part.
How did OC(c1cccc(OCc2ccccc2)c1)c1nnc(-c2ccccc2)o1 (centres undefined) do in these assays?
Myeloid diff MLP: inactive; TNAP activation fold: 1.1; K1F lysis inhibition: 0.4%; Large T inhibition: -1%; T cell modulator: inactive; RSV CPE inhibition: 6.4%; NTR1 ag: 0.5; Rac1 GTP hydrolysis: 7%; PhoP inhibition: -8%; T cell modulator vesicle-bound %: 26; NTR1 ag cell count 20 µM: 93; Myeloid diff MLP GFP+ MAC1+ %: 0.4

Results for COc1ccc(S(=O)(=O)Nc2c(O)ccc3ccccc23)cc1OC ?
Myeloid diff MLP: inactive; K1F lysis inhibition: 0.0%; Large T inhibition: 47%; T cell modulator: inactive; NTR1 ag: -0.3; Rac1 GTP hydrolysis: -8%; T cell modulator vesicle-bound %: 40; NTR1 ag cell count 20 µM: 46; Myeloid diff MLP GFP+ MAC1+ %: 0.4

What do the screens show for `CCn1cc(C(=O)N2CCCC2)c(=O)c2cc(S(=O)(=O)N3CCOCC3)ccc21`?
Myeloid diff MLP: inactive; TNAP activation fold: 1.1; K1F lysis inhibition: 0.1%; Large T inhibition: 3%; T cell modulator: inactive; RSV CPE inhibition: 2.7%; NTR1 ag: -3.4; Rac1 GTP hydrolysis: 4%; PhoP inhibition: 9%; T cell modulator vesicle-bound %: 35; NTR1 ag cell count 20 µM: 101; Myeloid diff MLP GFP+ MAC1+ %: 1.5

How did COc1cccc(N(C(=O)Cn2nnc(-c3ccc(Cl)cc3)n2)C(C(=O)NCC2CCCO2)c2ccc(C)cc2)c1 (centres undefined) do in these assays?
Myeloid diff MLP: inactive; TNAP activation fold: 1.1; K1F lysis inhibition: -0.4%; Large T inhibition: -22%; T cell modulator: inactive; RSV CPE inhibition: -0.2%; NTR1 ag: 0.1; Rac1 GTP hydrolysis: 1%; PhoP inhibition: 1%; T cell modulator vesicle-bound %: 29; NTR1 ag cell count 20 µM: 45; Myeloid diff MLP GFP+ MAC1+ %: 0.8

Results for CC1CC(C)CN(C(=O)COC(=O)c2cncc(Br)c2)C1 (centres undefined) ?
Myeloid diff MLP: inactive; K1F lysis inhibition: 0.7%[50 µM]; T cell modulator: inactive; NTR1 ag: 4.6; Rac1 GTP hydrolysis: 7%; T cell modulator vesicle-bound %: 44; NTR1 ag cell count 20 µM: 67; Myeloid diff MLP GFP+ MAC1+ %: 0.8

Results for Cc1ccc(C(=O)c2sc3c(c2N)c(=O)[nH]c(=O)n3CCc2ccccc2)cc1 ?
Myeloid diff MLP: inactive; TNAP activation fold: 1.6; K1F lysis inhibition: 1.3%; Large T inhibition: 10%; T cell modulator: inactive; RSV CPE inhibition: 3.3%; NTR1 ag: 5.5; Rac1 GTP hydrolysis: 4%; PhoP inhibition: -3%; T cell modulator vesicle-bound %: 46; NTR1 ag cell count 20 µM: 42; Myeloid diff MLP GFP+ MAC1+ %: 0.5

What do the screens show for `CCCCCC(=O)NN1C(=S)N(c2ccc(OC)cc2)C(=O)C1CC(=O)Nc1ccccc1` (centres undefined)?
Myeloid diff MLP: inactive; Large T inhibition: 6%; T cell modulator: inactive; RSV CPE inhibition: 2.1%; NTR1 ag: -0.7; PhoP inhibition: -10%; T cell modulator vesicle-bound %: 37; NTR1 ag cell count 20 µM: 59; Myeloid diff MLP GFP+ MAC1+ %: 0.4

How did CC1CCCC(NC(=O)CN(C)S(=O)(=O)c2cnc[nH]2)C1C (centres undefined) do in these assays?
Myeloid diff MLP: inactive; TNAP activation fold: 1; K1F lysis inhibition: -0.2%; Large T inhibition: 17%; T cell modulator: inactive; RSV CPE inhibition: 1.6%; NTR1 ag: -0.2; Rac1 GTP hydrolysis: 3%; PhoP inhibition: 5%; T cell modulator vesicle-bound %: 28; NTR1 ag cell count 20 µM: 48; Myeloid diff MLP GFP+ MAC1+ %: 0.5

What do the screens show for `COc1ccc(C(=O)C2CCCN(C(=O)Cn3nc(C)cc3C)C2)cc1F` (centres undefined)?
Myeloid diff MLP: inactive; K1F lysis inhibition: 0.1%; Large T inhibition: 9%; T cell modulator: inactive; RSV CPE inhibition: 0.8%; NTR1 ag: -0.6; Rac1 GTP hydrolysis: -3%; PhoP inhibition: -6%; T cell modulator vesicle-bound %: 21; NTR1 ag cell count 20 µM: 45; Myeloid diff MLP GFP+ MAC1+ %: 0.6

What do the screens show for `COc1ccc(OC)c(NC(=O)C2C3C=CC(C3)C2C(=O)NCc2cccnc2)c1` (centres undefined)?
Myeloid diff MLP: inactive; TNAP activation fold: 1.1; Large T inhibition: 20%; T cell modulator: inactive; RSV CPE inhibition: -0.2%; NTR1 ag: 0.0; PhoP inhibition: -5%; T cell modulator vesicle-bound %: 61; NTR1 ag cell count 20 µM: 37; Myeloid diff MLP GFP+ MAC1+ %: 0.3
